GLP1R ag: qHTS of GLP-1 Receptor Agonists. Glucagon-like peptide 1 receptor (Homo sapiens), P43220. HEK293 GLP-1R CRE-luciferase, luminescence, 4-6 h; cells express a hypersensitive GLP-1R form. Potency, µM (titrated, usually from 45.6 µM), for the others: top-dose activation, hits mostly activators. 0.007% of 380,000 active; note: potency is the fitted concentration of half-maximal effect; % of control where 0% means no effect
Target sequence (P43220 whole entry, looked up): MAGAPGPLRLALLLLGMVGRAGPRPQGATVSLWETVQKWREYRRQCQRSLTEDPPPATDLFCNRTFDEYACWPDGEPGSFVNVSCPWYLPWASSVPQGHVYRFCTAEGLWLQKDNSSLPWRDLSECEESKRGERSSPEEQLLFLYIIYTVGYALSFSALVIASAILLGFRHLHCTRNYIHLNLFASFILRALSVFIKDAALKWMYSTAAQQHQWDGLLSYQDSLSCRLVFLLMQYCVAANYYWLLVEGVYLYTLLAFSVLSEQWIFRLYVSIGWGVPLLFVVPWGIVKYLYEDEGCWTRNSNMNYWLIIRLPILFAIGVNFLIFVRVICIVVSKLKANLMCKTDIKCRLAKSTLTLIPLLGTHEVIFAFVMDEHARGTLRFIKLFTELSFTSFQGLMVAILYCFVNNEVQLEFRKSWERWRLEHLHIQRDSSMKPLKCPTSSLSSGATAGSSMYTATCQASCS
HEK293 tox: qHTS of GLP-1 Receptor Inverse Agonists: Cytotox Screen. Potency, µM (titrated, usually from 38.3 µM), inactives show at the highest dose activity change, negative = inhibition, most hits filed as inhibitors. AID 624418, 2012. 0.13% of 410,000 active. HEK293 cAMP-luciferase reporter cells, luminescence, 24 h;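 note: loss of luciferase light is scored as toxicity; potency is the fitted concentration of half-maximal effect; % is set by controls: 0 for no effect and ±100 for the full control effect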
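Luminescence readout: signal drop marks cytotoxicity. Plated cells grew 12 h at 37 °C, 5% CO2, received 23 nL compound for 24 h, then got luciferase reagent, read after 12 min at RT.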
PLK1 PBD inh: qHTS for Inhibitors of PLK1-PDB (polo-like kinase 1 - polo-box domain): Primary Screen | Potency, µM, for the others: max response, negative = inhibition, hits mostly inhibitors | AID 720504, 2013 | 2.8% of 360,000 active | Plk1 PBD binding of FITC phosphopeptide, fluorescence polarization | Serine/threonine-protein kinase PLK1 (Homo sapiens), P53350; note: potency is the fitted concentration of half-maximal effect; series mostly up to about 57 µM; % is set by controls: 0 for no effect and ±100 for the full control effect; nearly all actives have a fitted effect of over 65% in size
GLP-1R inv ag: qHTS of GLP-1 Receptor Inverse Agonists (Inhibition Mode); 1.6% of 410,000 active; HEK293 GLP-1R CRE-luciferase, luminescence, 24 h; GLP-1R form is constitutively active; Potency, µM (doses to about 38.3 µM), inactives show at the highest dose activity change, negative = inhibition, usual class: inhibitors; Glucagon-like peptide 1 receptor (Homo sapiens), P43220; note: potency is the fitted concentration of half-maximal effect; % is set by controls: 0 for no effect and ±100 for the full control effect; nearly all actives have a fitted effect of over 55% in size
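Stable HEK293 clone (constitutively active GLP-1R + cAMP-response luciferase); 200 cells/uL plated, 12 h pre-culture, compound 24 hr, 37 deg C/5% CO2; detection reagent 12 min RT; luminescence.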
EPAC1 antagonist: qHTS for Antagonist of cAMP-regulated guanine nucleotide exchange factor 3 (EPAC1): primary screen; Rap guanine nucleotide exchange factor 3 (Homo sapiens), O95398; EPAC1 GEF assay, Rap1b-BODIPY-GDP exchange fluorescence; Potency, µM (series often up to 115 µM), without a hit: at the highest dose activity change, negative = inhibition, hits mostly inhibitors; 0.14% of 360,000 active; AID 720709, 2013;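 note: potency is the fitted concentration of half-maximal effect; plate controls were vehicle for no effect and positive control for full effect; nearly all actives have a fitted effect of over 50% in size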
PTHR1 ag: qHTS for PTHR1 Agonists: Primary Screen; Potency, µM (highest dose often 115 µM), for the others: at the top dose activation, hits mostly activators; HEK293 GP2 PTHR1 cells, GloSensor cAMP luminescence, 1 h; AID 743266, 2014; 0.075% of 410,000 active; Parathyroid hormone/parathyroid hormone-related peptide receptor (Homo sapiens), Q03431; note: potency is the fitted concentration of half-maximal effect; nearly all actives have a fitted effect of over 55% in size; some results filed as inactive show a strong effect at the top dose; inactives centre near -15; many of its hits are not listed in these tables
Target sequence (Q03431 whole entry, looked up): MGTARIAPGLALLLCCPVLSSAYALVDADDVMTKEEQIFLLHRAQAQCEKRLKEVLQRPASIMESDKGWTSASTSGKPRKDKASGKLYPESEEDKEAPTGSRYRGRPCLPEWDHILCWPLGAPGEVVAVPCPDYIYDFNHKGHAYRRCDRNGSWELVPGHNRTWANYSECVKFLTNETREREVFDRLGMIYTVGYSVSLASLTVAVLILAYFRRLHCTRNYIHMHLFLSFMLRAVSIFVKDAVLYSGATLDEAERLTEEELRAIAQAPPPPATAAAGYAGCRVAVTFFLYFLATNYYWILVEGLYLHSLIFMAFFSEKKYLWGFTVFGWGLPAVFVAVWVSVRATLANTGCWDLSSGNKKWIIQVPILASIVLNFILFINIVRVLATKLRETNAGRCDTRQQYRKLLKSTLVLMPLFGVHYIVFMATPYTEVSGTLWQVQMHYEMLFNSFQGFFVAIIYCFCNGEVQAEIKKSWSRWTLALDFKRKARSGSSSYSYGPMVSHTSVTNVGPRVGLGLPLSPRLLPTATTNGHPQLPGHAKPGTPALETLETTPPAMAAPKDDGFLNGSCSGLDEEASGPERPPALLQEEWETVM
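HEK-293-derived GP2 cells expressing PTHR1 and a GloSensor cAMP reporter, 3,000/well, plated overnight, given luciferin plus IBMX (each 0.5 mM as added) for 1 h at 37 °C, then compound for 1 h at 37 °C. Luminescence was read after 15 min at room temperature.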
PI5P4K alpha inh: qHTS for Inhibitors of phosphatidylinositol 5-phosphate 4-kinase (PI5P4K) | Phosphatidylinositol 5-phosphate 4-kinase type-2 alpha (Homo sapiens), P48426 | PI5P4Kalpha enzyme, ADP-Glo luminescence, 60 min; hits give low values | 1.2% of 330,000 active | max response, % | AID 652105, 2013; active = max response of -50% or lower; inconclusive = between -30% and -50%; inactive = -30% or higher; note: value at the top dose of about 77 µM; % is set by controls: 0 for no effect and ±100 for the full control effect
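Luminescence from ADP-Glo served as readout of PI5P4Kalpha activity in a qHTS format. Reaction: enzyme, substrate, compound, ATP at 5 microM final, 60 min at RT.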
EPAC1 ag: qHTS for Agonist of cAMP-regulated guanine nucleotide exchange factor 3 (EPAC1): primary screen; 0.073% of 360,000 active; Rap guanine nucleotide exchange factor 3 (Homo sapiens), O95398; AID 720707, 2013; EPAC1 agonist qHTS, biochemical assay; response scale: 100% = response to 6.5 mM cAMP; Potency, µM (doses to about 154 µM), for the others: top-dose activation, hits mostly activators; note: potency is the fitted concentration of half-maximal effect; nearly all actives have a fitted effect of over 60% in size
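Nucleotide exchange assay: 100 nM EPAC1 with 250 nM Rap1B loaded with BODIPY-GDP and 50 uM GDP, room temperature. Fluorescence (480/540 nm) read every 5 min for 30 min; signal change normalized to 6.5 mM cAMP as full agonist.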
IL2 activator: qHTS of IL-2 Activators; 0.065% of 360,000 active; IL-2 activation reporter assay, cell-based qHTS; stimulated with anti-CD3/CD4/CD28 beads; in transgenic mouse T cells; activation, % (series mostly up to about 46 µM); in the data active = activation above about 50%; inconclusive = mostly about 30% to 49%; note: 0% is about no effect
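Unstimulated transgenic mouse T cells, 750 per well, received compound and, after 60 minutes, anti-CD3/anti-CD4 bead plus anti-CD28 stimulation. EGFP and DsRed were quantified after 18 hours.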
Numbers without * were called inactive; i = inactive; ? = inconclusive; . = no result given; & = joins results of further samples; [ ] = another dose, or the depositor's remark. Unless noted, calls come from the whole dose curve; as a rule, active = well fitted curve in the direction sought with a large enough effect; inconclusive = small, poorly fitted or top-dose-only effect, or another doubt; inactive = no such curve, though single readings can be large; an effect the other way counts as inactive or inconclusive. An excerpt; count on the stated rates, not on these rows.

SMILES	GLP1R ag	HEK293 tox	PLK1 PBD inh	GLP-1R inv ag	EPAC1 antagonist	PTHR1 ag	PI5P4K alpha inh	EPAC1 ag	IL2 activator
O=C(COC(=O)/C=C/c1ccc(Cl)c(Cl)c1)NC1CC1	-28%	-9%	3%	16%	8%	i	-1	-3%	4.0
CCCCOC(=O)CCn1[nH]c(=O)c2ccccc2c1=O	-10%	3%	4%	0%	-4%	-19%[57.5 µM]	.	6%	-0.6
CC(=O)Nc1cccc(NC(C)=C(C#N)C#N)c1	-6%	-2%	0%	8%	3%	i	-5	-6%	-0.4
NC(=O)C1CCN(C(=O)CC2C(=O)NCCN2Cc2cccc(Oc3ccccc3)c2)CC1 (stereo not given)	-5%	5%	1%	17%	1%	-28%	-8	2%	-1.8
O=C(COc1coc(CN2CCN(c3ccccc3)CC2)cc1=O)Nc1ccccc1F	0%	-8%	-3%	-16%	-9%	i	-15	3%	-1.0
COc1ccccc1C(=O)NC(=S)Nc1ccc2[nH]c(=O)[nH]c2c1	17%	0%	-1%	19%	14%	i	0	0%	0.7
Cc1ccccc1CN1CCC(n2nccc2NC(=O)c2cccnc2)CC1	-1%	16%	-4%	-22%	3%	-6%	8	5%	-2.9
Cc1cc(C)cc(Nc2cc(=O)n(C3CCCCC3)c(=O)[nH]2)c1	4%	?	0%	?	-10%	-28%[57.5 µM]	-3	-10%	-0.1
COc1ccccc1C(=O)NCCc1nc2ccccc2[nH]1	7%	-1%	-6%	2%	3%	-18%[57.5 µM]	-1	-9%	-0.2
COC(CNC(=O)C1CC(=O)N(CCc2ccccc2)C1)OC (stereo not given)	-1%	-12%	2%	14%	-9%	-10%	9	0%	-0.6
CCCCCCC(=O)N(O)C1CC(=O)N(c2ccc(Cl)cc2)C1=O (stereo not given)	4%	6%	?	14%	-15%	-25%	-26	0%	-1.6
COc1ccccc1/C=C/C=N/NC(=O)Cc1cccn1C	4%	19%	-5%	14%	0%	-19%	?	0%	0.1
O=C(Oc1ccccc1)c1ccc2nsnc2c1	-2%	6%	-8%	4%	-5%	-43%[inhibitor][57.5 µM]	.	-1%	-2.2
COc1cc(/C=C/C(=O)NNC(=O)c2cccc(S(=O)(=O)N(C)C)c2)cc(OC)c1OC	0%	-7%	-2%	33%[activator]	18%	i	3	-5%	-1.1
Cc1ccc(NC(=O)C(C)Sc2n[nH]c(CNc3ccccc3)n2)cc1 (stereo not given)	4%	-7%	-2%	?	-7%	i	4	-4%	-0.7
OCCN1CCN(c2ncnc3ccc(Br)cc23)CC1	-11%	-17%	1%	?	-5%	21%	-10	-8%	-2.2
Cc1ccc2c(N)c(C(=O)N(c3ccccc3)c3ccccc3)sc2n1	11%	2%	-5%	1%	8%	-37%[inhibitor]	.	16%	-1.7
CCCc1cc(=O)n2nc(N3CCC(C(=O)Nc4cccc(C(C)=O)c4)CC3)sc2n1	-3%	-2%	-9%	2%	4%	i	4	-3%	3.5
CCOC(=O)N=Nc1c(O)n(CC(=O)OC)c2ccccc12	4%	4%	-21%	-5%	-15%	i	-3	10%	-3.7
O=S(=O)(c1ccc(Cl)cc1)N1CCC2(CC1)CO2	3%	-3%[7.66 µM]	?	4%[7.66 µM]	5%	i	4	-2%	-0.1

Next section, overlapping the part above by 3 compounds.
SMILES	GLP1R ag	HEK293 tox	PLK1 PBD inh	GLP-1R inv ag	EPAC1 antagonist	PTHR1 ag	PI5P4K alpha inh	EPAC1 ag	IL2 activator
CCCc1cc(=O)n2nc(N3CCC(C(=O)Nc4cccc(C(C)=O)c4)CC3)sc2n1	-3%	-2%	-9%	2%	4%	i	4	-3%	3.5
CCOC(=O)N=Nc1c(O)n(CC(=O)OC)c2ccccc12	4%	4%	-21%	-5%	-15%	i	-3	10%	-3.7
O=S(=O)(c1ccc(Cl)cc1)N1CCC2(CC1)CO2	3%	-3%[7.66 µM]	?	4%[7.66 µM]	5%	i	4	-2%	-0.1
CCCCC(=O)NC(=S)NNC(=O)c1ccc(Cl)cc1Cl	-8%	0%[0.307 µM]	-18%	28%[0.307 µM]	4%	i	-19	-3%	0.4
COc1ccc(NS(=O)(=O)c2ccc(O)c(C(=O)OCC(=O)NC(C)C3CC4CCC3C4)c2)cc1 (stereo not given)	-3%	0%[7.66 µM]	-7%	14%[7.66 µM]	-19%	-11%	0	-3%	0.0
N#Cc1c2n(c3c(=O)n(Cc4ccccc4Cl)cnc13)CCCCC2	3%	-8%	1%	?	-7%	i	8	-16%	-0.3
Cc1csc(SCC(=O)NC2CCCCC2)n1	-5%	4%	-6%	-22%	6%	i	5	8%	-1.0
CC(C)Cn1c(N)c(C(=O)COC(=O)c2ccc3ccccc3n2)c(=O)n(C)c1=O	-3%	-16%	-21%	24%	2%	-7%	-3	-6%	-3.1
CC1CN(C(=O)COC(=O)CSc2ccc(C(N)=O)cc2[N+](=O)[O-])CC(C)O1 (stereo not given)	-5%	-2%	-2%	-6%	10%	i	1	-6%	-0.7
CCN(C(=O)COc1ccc(C)cc1OC)c1cccc2ccccc12	-3%	-1%	1%	?	-1%	i	3	7%	-3.3
CCOC(=O)C(NCCc1ccccc1F)(NC(=O)CC)C(F)(F)F (stereo not given)	-1%	8%	-1%	13%	5%	i	7	-1%	-1.9
Cc1ccccc1NC(=O)NCC1CCCO1 (stereo not given)	-13%	-5%	-2%	4%	9%	-14%[57.5 µM]	6	6%	0.3
CCN1C(=O)[C@H]2[C@@H](c3ccc(C)cc3)N3C(=O)N(c4ccc(C)cc4)C(=O)[C@@]3(Cc3ccccc3)[C@H]2C1=O	-3%	-4%	3%	?	9%	-22%	6	-20%	-1.2
CC(C)CC(=O)N=C1SC2CS(=O)(=O)CC2N1CCc1ccccc1 (stereo not given)	6%	-2%	-5%	7%	-7%	-6%[57.5 µM]	.	4%	-1.4
CCc1ccccc1NC(=O)C1CCN(C(=O)c2ccc([N+](=O)[O-])cc2)CC1	6%	14%	-7%	15%	?	i	3	1%	0.0
CCOC(=O)c1c(S(=O)(=O)NCC(=O)NCc2ccc(C)cc2)c(C)n(C)c1C	-2%	-12%&-11%	6%	-8%&-14%	-21%	-1%	1	14%	-0.7
CCOc1cc(/C=N/Nc2nc(C)cc(=O)[nH]2)ccc1O	-5%	-2%	0%	23%	-5%	i	-1	4%	-3.1
c1cnc2ccc(C(c3nnnn3C3CCCCC3)N3CCCCC3)cc2c1 (stereo not given)	0%	-11%	-8%	?	-11%	-10%[57.5 µM]	-8	1%	0.5
COC(=O)c1cc2ccsc2n1Cc1nc(-c2ccc(OC)cc2)oc1C	9%	16%	0%	?	9%	?	.	10%	-2.8
CS(=O)(=O)c1ccc(C(=O)OC2CCOC2=O)cc1[N+](=O)[O-] (stereo not given)	1%	-16%	-26%	28%	-5%	-27%	3	9%	-0.4
O=C1OCCN1c1c(-c2ccccc2)c(-c2cccs2)nc2c(-c3ccccc3)cccc12	-3%	3%	-8%	4%	-11%	i	0	-9%	-0.7
CCC1SC(CC)C(=O)N(CC(=O)NCc2ccc(F)cc2)C1=O (stereo not given)	-2%	-10%[7.66 µM]	3%	-10%[7.66 µM]	2%	-14%	-4	-2%	0.8
O=C(OCCCN1CCCCC1)c1ccc(O)cc1	-3%	5%	0%	14%	6%	i	7	-2%	0.1
CC1CCCC(NC(=O)COC(=O)CCSc2ccccc2)C1C (stereo not given)	1%	7%	0%	0%	6%	i	2	-5%	-3.1
CCc1ccc(CN(C)CC(=O)Nc2sccc2C#N)cc1	13%	4%[1.53 µM]	9%	?	30%	-3%	-8	2%	-0.6
COC(=O)c1c(NC(C)=O)sc(C(=O)Nc2ccccc2)c1C	5%	-4%	-5%	39%[activator]	-21%	-16%	?	-4%	0.7
CCCCn1c(N)c(N(CCOC)C(=O)c2cccc(S(=O)(=O)N(C)c3ccccc3)c2)c(=O)[nH]c1=O	-3%	20%	-2%	-6%	5%	i	-2	-6%	-1.4
CCn1c(=O)cc(OCC(=O)N2CCN(c3ccccc3OC)CC2)c2ccccc21	11%	-3%	.	-29%	.	-17%	.	.	.
Cc1ccc2oc(=O)c3cc(C(=O)N(Cc4ccccc4)C(C)C)sc3c2c1	1%	-10%	.	3%	.	-31%[inhibitor]	.	.	.
CCc1ccc(C(=O)OCC(=O)c2c(N)n(CC(C)C)c(=O)n(C)c2=O)cc1	7%	-4%	-1%	?	-13%	-19%	20	-1%	-1.4
Cc1cccc(C)c1NC(=O)C1C2C=CC(C2)C1C(=O)NCc1ccccn1 (stereo not given)	-3%	?	-6%	0%	4%	-22%[57.5 µM]	.	5%	-0.3
Nc1nonc1C(=O)NCCNCc1cc(Br)ccc1OCc1ccccc1F	-1%	-22%	-5%	?	-2%	-23%[57.5 µM]	5	5%	-3.0
CCN(Cc1ccccc1)S(=O)(=O)c1cc(Br)cc2c1N(C(=O)C1CC1)CC2	0%	-1%	.	?	.	-11%	.	.	.
COc1ccc(-c2noc(Cc3ccccc3OC)n2)cc1	7%	-6%	-1%	?	-1%	-9%[57.5 µM]	26	13%	0.0
CN(C(=O)CC1C(=O)NCCN1Cc1ccccc1F)C1CCOCC1 (stereo not given)	0%	-6%	-6%	0%	-2%	6%	3	-2%	-1.4
O/N=C/c1cn(-c2ccccc2)nn1	6%	-5%	1%	35%[activator]	10%	i	-1	-2%	-2.9
O=[N+]([O-])c1ccc(CCNc2cccc3ccccc23)c([N+](=O)[O-])c1	3%	3%	-9%	5%	16%	i	0	10%	-0.8
